Source: PubChem BioAssay
HIF-2a inh: HIF-2a inhibition. 786-0 RCC cells HIF-2a reporter, luciferase luminescence, overnight. inhibition, % at 18.8 µM. 360,000 compounds, 0.72% hits. AID 624352;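 active means inhibition of the luminescence signal of 40% or more relative to plate controls, in a single-dose primary screen at 18.75 µM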
C8 TRAIL sens: sensitizes caspase-8 expressing cells to TRAIL. NB7+C8 cells + TRAIL, ATPlite viability luminescence. 360,000 compounds, 1% hits. inhibition (viability loss, TRAIL sensitization), % at 10 µM;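 active means compounds causing at least 50% loss of cell viability in the single-dose screen, relative to plate controls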
MITF TRPM1 inh: MITF TRPM1 promoter inhibition in SK-MEL-5 cells | 330,000 compounds, 0.83% hits | SK-MEL-5 TRPM1 promoter luciferase, 24 h | inhibition, % at 12.5 µM;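 active means mean inhibition across replicates of 60% or more, whatever share of single replicates reaches that level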; further: values of inactives mirror those of a sister screen read the other way
Peg3 prom inh: Peg3 promoter activity inhibition | HeLa PEG-Prom luciferase reporter, luminescence, overnight | inhibition, % at 20 µM | 360,000 compounds, 1.7% hits | AID 588405;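 active means inhibition of at least 50% at 20 µM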
CF NFkB inh: inhibitors of cystic fibrosis induced NF-kB | 360,000 compounds, 0.86% hits | AID 588850 | KKLEB NF-kB-GFP reporter, PAF-induced, GFP fluorescence overnight | inhibition, % at 5 µM;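 active means at least 50% inhibition at 5 µM, scaled per plate between neutral and stimulator controls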;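 further: PAF is a Pseudomonas aeruginosa culture filtrate used as stimulus; plate controls were PAF-stimulated DMSO wells for no effect and unstimulated DMSO wells for full effect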
TROY signal inh: inhibitors of TROY-dependent NF-kB signaling | inhibition, % at 10 µM | AID 1347056 | 360,000 compounds, 0.98% hits | Q293 LMP1-TROYcd NF-kB luciferase reporter, 4 h;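 active means compounds whose plate-normalised and pattern-corrected inhibition of the luciferase reporter signal at the single screening dose is 50% or more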
TWEAK Fn14 block: TWEAK-Fn14 signaling inhibition. 360,000 compounds, 2% hits. inhibition, % at 10 µM. TWEAK-stimulated Fn14 reporter cells, luciferase luminescence, 8 h; in the data active means inhibition above about 50%
NR2E3 ag-1: agonists of human NR2E3 nuclear receptor; inhibition of corepressor binding, % at 3.98 µM; CHO-S Gal4-NCOR/VP16-NR2E3 two-hybrid, luciferase; 360,000 compounds, 0.35% hits; AID 602229;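 active means inhibition above the mean of all tested compounds plus 3 SD, cut at about 70% in these data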;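 further: 0% = DMSO with NR2E3 transfected cells and 100% = cells lacking NR2E3 construct; higher means lower luciferase signal from less NR2E3 corepressor binding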
Target sequence (Q9Y5X4 whole entry, looked up, the tested form may be a part): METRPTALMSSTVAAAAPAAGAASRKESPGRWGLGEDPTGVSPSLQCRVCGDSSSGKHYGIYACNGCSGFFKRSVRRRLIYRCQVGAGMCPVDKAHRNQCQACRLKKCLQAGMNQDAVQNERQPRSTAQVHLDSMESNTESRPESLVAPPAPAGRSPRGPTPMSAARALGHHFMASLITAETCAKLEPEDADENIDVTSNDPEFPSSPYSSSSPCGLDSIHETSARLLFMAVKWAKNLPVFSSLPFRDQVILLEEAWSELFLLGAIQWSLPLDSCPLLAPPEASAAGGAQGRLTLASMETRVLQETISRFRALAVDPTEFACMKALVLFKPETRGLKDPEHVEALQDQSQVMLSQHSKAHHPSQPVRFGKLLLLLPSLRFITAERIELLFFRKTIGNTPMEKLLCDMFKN
Shn3 3UTR inh: reduces Shn3 3'UTR luciferase signal in osteoblasts; Clone20 osteoblast Shn3 3'UTR firefly luciferase, 24 h; 360,000 compounds, 0.52% hits; inhibition, % at 12.5 µM;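 active means mean inhibition of at least 75% with every replicate also reaching 75%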;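 further: 0% = median of neutral control wells and 100% = pilot-screen positive control compound; some compounds past the cut are filed as inactive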
NR2E3 ag-2: agonists of human nuclear receptor NR2E3; Q9Y5X4; GST-NR2E3/biotin-RetCOR TR-FRET, 1536-well; inhibition of corepressor binding, % at 4.78 µM; 320,000 compounds, 0.12% hits; AID 2300;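 active means percent inhibition above the cutoff of mean plus 3 SD of all tested compounds, set per screening campaign, cut at about 20% in these data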;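 further: 0% = DMSO wells and 100% = biotin wells as full block of FRET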
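System: GST-tagged NR2E3 plus biotinylated RetCOR corepressor; Buffer or medium: pH 7.5 Tris-based buffer; Probe or stimulus: RetCOR corepressor, biotinylated, 7 nM; Doses: compound at 4.8 µM, single dose; Schedule: 5 h incubation at 4 °C; Technique: time-resolved FRET; Evaluation: percent inhibition of TR-FRET ratio; Replication: one well per compound, singlicate testing.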
KKLEB tox: CF airway cell cytotoxicity counter-screen. KKLEB CF airway cells viability, ATPlite luminescence, overnight; hits give low values; cells stimulated with P. aeruginosa culture filtrate. AID 602141. 360,000 compounds, 0.36% hits. activity change (cytotoxicity), % at 5 µM;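 active means corrected activity change at or below -50% at 5 µM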
An asterisk follows results filed as active; / = not tested or not shown. An excerpt (hit frequency here may not be typical).

SMILES	HIF-2a inh	C8 TRAIL sens	MITF TRPM1 inh	Peg3 prom inh	CF NFkB inh	TROY signal inh	TWEAK Fn14 block	NR2E3 ag-1	Shn3 3UTR inh	NR2E3 ag-2	KKLEB tox
COc1cccc(CNC(=O)C2CCN(C(=O)N3CC(C)Oc4ccccc43)CC2)c1 (stereo not drawn)	14	4	/	17	-5	-1	7	21	-7	0	12
CCCCCCCCNC(C)C(O)c1ccc(SC(C)C)cc1 (stereo not drawn)	22	44	83*	104*	5	18	-36	34	96*	1	-29
COCCN(C(=O)COc1ccccc1)c1nnc(-c2cccnc2)s1	-7	-20	-7	-19	10	2	-8	-15	-5	1	2
CCOC(=O)c1csc(NC(=O)c2ccc(OCC)cc2)n1	5	20	14	-7	11	0	37	-99	7	1	-4
COc1ccc(C(=O)Nc2ccccc2C(=O)N2CCOCC2)cc1	1	3	-9	11	3	-6	-3	-19	7	3	10
COc1cc(CCC(=O)OCc2ccccc2C#N)cc(OC)c1OC	5	6	2	-3	4	10	5	-27	-10	8	5
CCOC(=O)C1CCN(C2CC(=O)N(c3cccc(Cl)c3)C2=O)CC1 (stereo not drawn)	-8	0	-1	8	2	35	15	-4	-10	4	7
CCOCCCNC(=S)Nc1ccc2nc(N3CCCC3)cc(C)c2c1	9	-9	2	-87	-12	-22	-24	-1	7	2	6
O=C(/C=C/c1ccccc1)c1ccc2ccccc2c1	-220	6	-52	78*	-24	-83	-13	-92	-61	/	8
N#Cc1cnn(-c2ccccc2)c1N	7	-9	-14	-3	-26	-22	-8	12	20	-4	8
O=S(=O)(CCN1C=CC(C(F)(F)F)=NCC1)c1ccc(F)cc1	16	-3	-1	0	1	1	13	-8	-7	-3	5
O=C1CCC(C(=O)NCc2cccnc2)N1 (stereo not drawn)	1	13	11	-3	-6	0	-3	4	-23	3	12
O=C1CN(C(=O)c2cc3ccccc3o2)c2ccccc2N1	-73	-8	-24	-133	10	-38	-13	-42	-22	-2	-12
COCCNC(=S)N/N=C/c1ccccc1C(=O)O	11	4	11	-3	-9	-25	-1	13	-10	1	6
O=C(/C=C/c1ccccc1[N+](=O)[O-])NCC1CCCO1 (stereo not drawn)	-7	-9	1	-22	1	-33	-9	-32	5	4	15
CCOC(=O)N1CCN(C(=O)Nc2ccccc2)CC1	8	-1	0	-5	5	-10	21	-18	5	2	3
CCC(=O)Nc1ccc(C(=O)NNC(=O)Cc2ccccc2)cc1	9	-13	-1	23	10	-8	-11	-32	-5	-3	-9
O=C(N/C(=C/c1cccs1)C(=O)N1CCCCCC1)c1ccccc1	-8	-9	5	3	3	-3	1	-9	11	1	-11
Cc1nn2c([nH]c(=O)c3ccccc32)c1C=O	6	0	12	10	-8	-22	25	-18	27	5	-4
CCN1C(=O)C2(SC(NC(C)=O)=NN2C(C)=O)c2cc(C)cc(C)c21 (stereo not drawn)	11	-7	4	19	14	-3	1	-22	3	0	-4
CC(C)CNC(=O)COC(=O)c1ccc(Cl)c(S(=O)(=O)N2CCc3ccccc32)c1	6	-5	14	12	-15	8	-6	-6	-2	-1	2
Cc1ccccc1C(=O)Nc1cccc(N)c1	-45	8	-9	-63	-8	-25	3	-23	5	1	11
CCN1CCN(C(c2cccs2)C(C)NC(=O)C(C)C)CC1 (stereo not drawn)	3	4	/	1	-2	-13	-1	-32	9	3	14
O=C(CN1CCCC1c1cccs1)N1CCN(S(=O)(=O)c2cccc(F)c2)CC1 (stereo not drawn)	14	-4	3	-8	8	-4	8	6	3	6	16
Cc1ccc(C)c(CNS(=O)(=O)c2c(C(=O)N3CCCC3)c(C)n(C)c2C)c1	9	0	-1	-15	-27	-13	12	10	2	2	10
CC1CC(C)CN(S(=O)(=O)c2ccc3c(c2)oc(=O)n3CC(=O)NCc2cccnc2)C1 (stereo not drawn)	10	-8	15	28	-7	12	7	-3	26	1	4
O=C(C1CCN(S(=O)(=O)c2cccc3cccnc23)CC1)N1CCN(c2ccc(Cl)cc2)CC1	21	12	32	21	1	41	51*	18	53	2	-12
CC(NC(=O)c1ccncc1)c1ccc(Cl)cc1Cl (stereo not drawn)	24	-11	-5	4	3	9	19	1	17	1	4
CC1(C)Cc2c(cnn2-c2ccccc2)C(=O)/C1=N\NC(=O)c1ccccc1N	-33	18	-29	-13	6	-24	-28	-8	-13	5	-5
Cn1nc(C(C)(C)C)cc1C(=O)NN1CCOCC1	7	-15	6	-13	7	-20	-2	3	5	1	-17
CCOc1ccc(CCNC(=O)Nc2cccc(OC)c2)cc1OCC	21	-2	9	10	0	4	7	7	18	-1	2
O=C1CCc2cc(S(=O)(=O)NC(Cc3ccccc3)C(=O)NCC3CCCO3)ccc2N1 (stereo not drawn)	16	6	-3	-22	-10	-20	-14	-19	-2	3	4
CC(C)NC(=O)c1cc2cc([N+](=O)[O-])ccc2s1	-23	-7	0	-5	-20	-4	11	-31	28	1	10
OC(CCCN1CCCCC1)(c1ccccc1)c1ccc(C(F)(F)F)cc1 (stereo not drawn)	0	23	-3	6	10	12	22	9	18	/	-4
CS(=O)(=O)Nc1ccc(C(=O)N2CCCCC2)cc1	13	11	-3	-7	1	-27	25	-10	-6	-1	-3
CN1C(c2ccc(F)cc2)=CS/C1=C(/C#N)c1nnc2n1-c1ccccc1SC2	-12	-2	-8	4	-22	14	10	-9	-9	/	16
Cc1ccc(C(CNS(=O)(=O)c2ccc([N+](=O)[O-])cc2)N2CCN(C)CC2)cc1 (stereo not drawn)	6	5	-5	-2	-11	0	-5	4	-35	3	-14
Cc1cccc(CCNS(=O)(=O)c2ccc(S(=O)(=O)N3CCCCC3)cc2)c1	18	2	-8	4	-1	2	-2	-10	11	3	-12
CCC(=O)N(C)CCc1cc2c(c(OC)c1/C=N/NS(=O)(=O)c1ccc(C)cc1)OCO2	3	4	-1	-109	2	1	14	-11	/	0	-22
CCCNC(=O)NC(=O)CN1CCCC1c1ccc2c(c1)OCCO2 (stereo not drawn)	6	6	-25	17	-2	0	14	-12	-15	0	7
COC(=O)C1CCN(CCCOc2ccc(CN3CCN(c4ccc([N+](=O)[O-])cc4)CC3)cc2)CC1	14	11	0	-2	-2	13	2	-17	20	3	-10
CN1CCN(C2CN(Cc3cn(Cc4ccccc4)nn3)S(=O)(=O)C2)CC1 (stereo not drawn)	-9	-19	/	/	/	4	16	12	/	/	/
O=C(CNC(=O)c1cnccc1C(F)(F)F)c1cccc(Cl)c1	9	-5	-5	-1	10	10	-19	-23	-13	-5	-13
Cc1cccc(OCCCC(=O)Nc2nccs2)c1	17	6	3	6	32	7	-5	1	16	0	-14
O=S(=O)(c1cccc(S(=O)(=O)N2CCC(Cc3ccccc3)CC2)c1)N1CCOCC1	13	-11	7	11	-7	-10	8	-9	-13	-2	0

MITF TRPM1 inh: entries above that show a hit
structure	HIF-2a inh	MITF TRPM1 inh	Peg3 prom inh	CF NFkB inh	TWEAK Fn14 block	NR2E3 ag-1	Shn3 3UTR inh	NR2E3 ag-2
CCCCCCCCNC(C)C(O)c1ccc(SC(C)C)cc1 (stereo not drawn)	22	83*	104*	5	-36	34	96*	1

(list continues)
SMILES	HIF-2a inh	C8 TRAIL sens	MITF TRPM1 inh	Peg3 prom inh	CF NFkB inh	TROY signal inh	TWEAK Fn14 block	NR2E3 ag-1	Shn3 3UTR inh	NR2E3 ag-2	KKLEB tox
O=C(c1ccc(OC2CCN(Cc3ccccn3)CC2)cc1)N1CCCC(O)C1 (stereo not drawn)	16	19	-4	11	-4	-2	6	-4	10	3	0
Cc1ccnc2nc(C(=O)OCC(=O)Nc3ccc([N+](=O)[O-])cc3Br)nn12	0	-12	/	2	-14	1	-10	-5	-4	-1	2
OCC1(CCOc2ccccc2)CCN(CCCn2cccn2)CC1	15	-7	-1	6	2	-6	-10	-16	4	2	14
CC(C)Oc1ccc(C2CC(=O)N(c3ccc(N(C)C)cc3)C2=O)cc1 (stereo not drawn)	13	-4	3	13	2	4	16	14	-12	-1	7
CC(C)c1onc(C(=O)N2CCCCC2C)c1[N+](=O)[O-] (stereo not drawn)	19	8	8	9	10	6	5	-16	11	-1	14
Cn1cc(-c2csc(C(O)c3ccccc3)n2)cn1 (stereo not drawn)	-7	-1	/	-11	13	-2	1	-46	-32	/	-16

Among those listed so far, these contain four or more nitrogen atoms:
SMILES	HIF-2a inh	C8 TRAIL sens	MITF TRPM1 inh	Peg3 prom inh	CF NFkB inh	TROY signal inh	TWEAK Fn14 block	NR2E3 ag-1	Shn3 3UTR inh	NR2E3 ag-2	KKLEB tox
COCCN(C(=O)COc1ccccc1)c1nnc(-c2cccnc2)s1	-7	-20	-7	-19	10	2	-8	-15	-5	1	2
CCOCCCNC(=S)Nc1ccc2nc(N3CCCC3)cc(C)c2c1	9	-9	2	-87	-12	-22	-24	-1	7	2	6
N#Cc1cnn(-c2ccccc2)c1N	7	-9	-14	-3	-26	-22	-8	12	20	-4	8
CCN1C(=O)C2(SC(NC(C)=O)=NN2C(C)=O)c2cc(C)cc(C)c21 (stereo not drawn)	11	-7	4	19	14	-3	1	-22	3	0	-4
CC1CC(C)CN(S(=O)(=O)c2ccc3c(c2)oc(=O)n3CC(=O)NCc2cccnc2)C1 (stereo not drawn)	10	-8	15	28	-7	12	7	-3	26	1	4
O=C(C1CCN(S(=O)(=O)c2cccc3cccnc23)CC1)N1CCN(c2ccc(Cl)cc2)CC1	21	12	32	21	1	41	51*	18	53	2	-12
CC1(C)Cc2c(cnn2-c2ccccc2)C(=O)/C1=N\NC(=O)c1ccccc1N	-33	18	-29	-13	6	-24	-28	-8	-13	5	-5
Cn1nc(C(C)(C)C)cc1C(=O)NN1CCOCC1	7	-15	6	-13	7	-20	-2	3	5	1	-17
CN1C(c2ccc(F)cc2)=CS/C1=C(/C#N)c1nnc2n1-c1ccccc1SC2	-12	-2	-8	4	-22	14	10	-9	-9	/	16
Cc1ccc(C(CNS(=O)(=O)c2ccc([N+](=O)[O-])cc2)N2CCN(C)CC2)cc1 (stereo not drawn)	6	5	-5	-2	-11	0	-5	4	-35	3	-14
COC(=O)C1CCN(CCCOc2ccc(CN3CCN(c4ccc([N+](=O)[O-])cc4)CC3)cc2)CC1	14	11	0	-2	-2	13	2	-17	20	3	-10
CN1CCN(C2CN(Cc3cn(Cc4ccccc4)nn3)S(=O)(=O)C2)CC1 (stereo not drawn)	-9	-19	/	/	/	4	16	12	/	/	/
Cc1ccnc2nc(C(=O)OCC(=O)Nc3ccc([N+](=O)[O-])cc3Br)nn12	0	-12	/	2	-14	1	-10	-5	-4	-1	2
